C8 TRAIL sens = caspase-8 TRAIL sensitization | AID 624354 | actives 1% (n = 360,000) | inhibition (viability loss, TRAIL sensitization), % at 10 µM | NB7+C8 cells + TRAIL, ATPlite viability luminescence;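 active = compounds causing at least 50% loss of cell viability in the single-dose screen, relative to plate controls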
Peg3 prom inh = reduces Peg3 promoter-driven luciferase expression in HeLa; HeLa PEG-Prom luciferase reporter, luminescence, overnight; inhibition, % at 20 µM; actives 1.7% (n = 360,000); AID 588405;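 active = inhibition of at least 50% at 20 µM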
Shn3 inh set2 = inhibitors of Schnurri-3 3'UTR reporter in osteoblasts. Clone20 osteoblast Shn3 3'UTR firefly luciferase, 24 h. inhibition, % at 12.5 µM. actives 0.52% (n = 360,000). AID 588674;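 active = mean inhibition of at least 75% with every replicate also reaching 75%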;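 also: 0% = median of neutral control wells and 100% = pilot-screen positive control compound; some compounds past the cut are filed as inactive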
HIF-2a inh = HIF-2a inhibition. 786-0 RCC cells HIF-2a reporter, luciferase luminescence, overnight. inhibition, % at 18.8 µM. actives 0.72% (n = 360,000). AID 624352;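 active = inhibition of the luminescence signal of 40% or more relative to plate controls, in a single-dose primary screen at 18.75 µM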
NR2E3 ag-1 = agonists of human nuclear receptor NR2E3. Q9Y5X4. actives 0.12% (n = 320,000). inhibition of corepressor binding, % at 4.78 µM. GST-NR2E3/biotin-RetCOR TR-FRET, 1536-well. AID 2300;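 active = percent inhibition above the cutoff of mean plus 3 SD of all tested compounds, set per screening campaign, cut at about 20% in these data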;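 also: 0% = DMSO wells and 100% = biotin wells as full block of FRET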
Target sequence (Q9Y5X4 whole entry, looked up): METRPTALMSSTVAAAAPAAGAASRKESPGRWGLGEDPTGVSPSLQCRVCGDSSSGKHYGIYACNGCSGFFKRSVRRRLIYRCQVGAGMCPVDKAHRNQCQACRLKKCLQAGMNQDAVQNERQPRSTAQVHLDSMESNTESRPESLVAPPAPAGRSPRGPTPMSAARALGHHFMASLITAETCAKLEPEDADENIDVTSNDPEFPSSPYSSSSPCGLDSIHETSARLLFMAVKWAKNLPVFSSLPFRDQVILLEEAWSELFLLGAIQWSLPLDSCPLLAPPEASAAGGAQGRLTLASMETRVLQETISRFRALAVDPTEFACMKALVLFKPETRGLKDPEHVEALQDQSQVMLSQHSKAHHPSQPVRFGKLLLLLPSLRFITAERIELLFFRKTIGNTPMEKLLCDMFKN
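Format: 1536-well format; test system: GST-NR2E3 and biotin-RetCOR proteins; read-out basis: percent inhibition of TR-FRET ratio; timing: 5 h incubation at 4 °C; detection: time-resolved FRET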
TRPM1 prom inh = reduces MITF-dependent TRPM1 promoter luciferase signal; actives 0.83% (n = 330,000); SK-MEL-5 TRPM1 promoter luciferase, 24 h; AID 488899; inhibition, % at 12.5 µM;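 active = mean inhibition across replicates of 60% or more, whatever share of single replicates reaches that level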; also: values of inactives mirror those of a sister screen read the other way
KKLEB tox = reduces viability of KKLEB cystic fibrosis airway cells; KKLEB CF airway cells viability, ATPlite luminescence, overnight; stronger effect = lower value; cells stimulated with P. aeruginosa culture filtrate; activity change (cytotoxicity), % at 5 µM; actives 0.36% (n = 360,000);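 active = corrected activity change at or below -50% at 5 µM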
TWEAK Fn14 block = TWEAK-Fn14 signaling inhibition; TWEAK-stimulated Fn14 reporter cells, luciferase luminescence, 8 h; inhibition, % at 10 µM; actives 2% (n = 360,000); AID 1159606; in the data active = inhibition above about 50%
NR2E3 ag-2 = human photoreceptor-specific nuclear receptor agonism | CHO-S Gal4-NCOR/VP16-NR2E3 two-hybrid, luciferase | inhibition of corepressor binding, % at 3.98 µM | actives 0.35% (n = 360,000) | AID 602229;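 active = inhibition above the mean of all tested compounds plus 3 SD, cut at about 70% in these data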;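 also: 0% = DMSO with NR2E3 transfected cells and 100% = cells lacking NR2E3 construct; higher means lower luciferase signal from less NR2E3 corepressor binding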
TROY NFkB inh = blocks TROY-dependent signaling in reporter cells; Q293 LMP1-TROYcd NF-kB luciferase reporter, 4 h; inhibition, % at 10 µM; actives 0.98% (n = 360,000); AID 1347056;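 active = compounds whose plate-normalised and pattern-corrected inhibition of the luciferase reporter signal at the single screening dose is 50% or more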
CF NFkB block = cystic fibrosis NF-kB activation inhibition; KKLEB NF-kB-GFP reporter, PAF-induced, GFP fluorescence overnight; inhibition, % at 5 µM; actives 0.86% (n = 360,000);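 active = at least 50% inhibition at 5 µM, scaled per plate between neutral and stimulator controls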;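 also: PAF is a Pseudomonas aeruginosa culture filtrate used as stimulus; plate controls were PAF-stimulated DMSO wells for no effect and unstimulated DMSO wells for full effect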
* = called active by the depositor; . = not tested or not shown. Only part of the results is shown; the hit share may differ from the screen's.

Under each structure – TROY NFkB inh | NR2E3 ag-2 | TRPM1 prom inh | CF NFkB block | Shn3 inh set2 | C8 TRAIL sens | Peg3 prom inh | HIF-2a inh | KKLEB tox | TWEAK Fn14 block | NR2E3 ag-1
[1] CC(C)c1ccc(Cc2nnc(NCCCO)[nH]c2=O)cc1
 : 12 | 6 | -1 | 22 | 8 | 14 | -3 | 17 | -1 | 9 | 4
[2] CCCn1nc(NS(=O)(=O)c2ccc(F)cc2)c2cc3ccccc3nc21
 : -5 | 26 | 5 | -15 | 1 | -1 | 13 | 19 | -3 | 3 | -2
[3] CC1CCOC(c2coc3ccccc3c2=O)O1 (stereo not given)
 : -60 | -65 | -35 | 14 | -48 | 20 | -137 | -139 | 4 | -18 | -3
[4] CCNC(=S)NS(=O)(=O)c1ccc(C)cc1
 : -5 | -8 | -11 | 10 | -5 | -20 | 4 | 16 | -3 | 0 | 0
[5] N#C/C(=C\c1ccc(C(=O)O)cc1)S(=O)(=O)c1cc(Br)ccc1Br
 : -5 | -22 | -3 | -6 | -14 | 1 | 8 | 9 | 19 | -15 | 5
[6] O=C(COc1ccc(Br)cc1)Nc1ccc2oc(=O)ccc2c1
 : 14 | 0 | 2 | -40 | 23 | 4 | -12 | -8 | 4 | -13 | .
[7] CCC(C(=O)O)N1C(=O)/C(=C/c2cccn2C)SC1=S (stereo not given)
 : 2 | -10 | -11 | -19 | 2 | -4 | 2 | 20 | 16 | -3 | -2
[8] O=S(=O)(NC1CC1)c1ccccc1
 : -5 | -26 | 1 | -6 | -11 | -5 | 3 | 27 | 8 | 17 | -1
[9] O=C(/C=C/c1ccc(Cl)cc1Cl)NCc1ccco1
 : -36 | -60 | -66 | -9 | -29 | 8 | -229 | -269 | -2 | 15 | -3
[10] CCCCNC(=O)O[C@@H]1C[C@@H]2CCN3C(=O)CCC[C@H]([C@H]1CC)[C@H]23
 : -11 | -13 | 5 | -22 | 7 | -24 | -3 | 2 | 14 | 2 | 3
[11] Cc1cccc2cc(CN(Cc3cccs3)C(=S)NCc3ccco3)c(=O)[nH]c12
 : -8 | -4 | -4 | -10 | 13 | -6 | 5 | -4 | -2 | 9 | 5
[12] O=C(c1ccc(CN2CCOCC2)cc1)N1CCN(c2cccc(Cl)c2)CC1
 : -14 | 11 | -2 | 4 | 14 | 2 | 3 | 14 | 2 | -3 | 1
[13] COc1ccc(C)cc1NC(=O)CSc1nnc(COc2ccc(C)cc2)n1Cc1ccco1
 : -14 | 4 | 4 | 2 | 29 | 10 | 18 | -5 | -12 | 8 | 6
[14] CCCCC1=CC2=C(c3ccco3)C(=O)C(C)(OC(=O)c3ccc(OC)cc3)C(=O)C2=CN1Cc1ccccc1 (stereo not given)
 : -7 | -16 | -2 | 9 | -14 | 4 | -6 | 15 | 14 | -6 | 14
[15] O=C(COC(=O)c1cc([N+](=O)[O-])ccc1NCc1ccccc1)NC1CCCCC1
 : -5 | 3 | 6 | 35 | 10 | 13 | 29 | 17 | -43 | 6 | 6
[16] COc1cccc(/C=N/n2c(C3CCCCC3)n[nH]c2=S)c1O
 : 12 | -18 | 7 | 15 | 2 | -10 | 9 | 8 | -15 | 60* | .
[17] CCOc1ccc(C2=C(C=C(C#N)C#N)C(c3ccccc3)c3ccccc3O2)cc1 (stereo not given)
 : 29 | -8 | 14 | 7 | 5 | -10 | 11 | 10 | 12 | 34 | -1
[18] O=[N+]([O-])c1ccc2[nH]cc(S(=O)(=O)N3CCN(c4cccc(Cl)c4)CC3)c2c1
 : 39 | -1 | 0 | 13 | 42 | 16 | 60* | 7 | 1 | 18 | 2
[19] COc1ccc(NC(=S)Nc2cc(C)[nH]n2)cc1Cl
 : -40 | -32 | -56 | -8 | -54 | -32 | -126 | -227 | 16 | -7 | 2
[20] Cn1nc(C(C)(C)C)cc1NC(=O)Nc1ccc(Cl)cc1
 : -3 | 4 | 16 | 15 | -30 | 3 | 7 | 9 | -1 | -6 | -2
[21] Cc1ccc(C(=O)N2CCCCC2)cc1S(=O)(=O)N1CCCCCC1
 : -13 | -43 | -3 | -23 | 7 | 15 | 0 | 5 | 16 | -2 | 3
[22] CC(Sc1nnc(-c2ccco2)n1C)C(=O)Nc1nccs1 (stereo not given)
 : 3 | -16 | 2 | 0 | 0 | -20 | 12 | -4 | 9 | 16 | -1
[23] CC(C)(C)c1nc2scc(-c3ccc(Br)cc3)c2c(=O)o1
 : -13 | -11 | -15 | 2 | 4 | 0 | 5 | 12 | -1 | 31 | 2
[24] COCCCN(C(=O)Nc1cccc(Cl)c1)C(C)c1ccccn1 (stereo not given)
 : -8 | 14 | -5 | -8 | 1 | 0 | 10 | 13 | -8 | -2 | 0
[25] Cc1ccc(CSC2=NCCN2S(=O)(=O)c2ccc(F)cc2)cc1
 : -14 | 3 | 2 | -4 | 9 | -2 | -1 | -9 | 3 | -3 | 1
[26] O=C1c2ccccc2[C@@H]2C[C@@H](O)[C@H](Nc3ccccc3Cl)CCN12
 : 4 | -6 | -4 | 2 | 56 | 2 | 9 | 9 | 8 | 1 | .
[27] CC(=O)Nc1ccc(C(=O)CN2C(=O)CSC2=O)cc1
 : -5 | -31 | 15 | 7 | -1 | -12 | 2 | 6 | -6 | 1 | -3
[28] CC(=O)N(CCC(Cc1ccccc1)c1ccc2c(c1)OCO2)Cc1ccccc1F (stereo not given)
 : -18 | -4 | 8 | -2 | -34 | -4 | 11 | 10 | 3 | 4 | 4
[29] Cc1ccc(N(C(=O)CNC(=O)c2ccco2)C(C(=O)NCC2CCCO2)c2ccccc2)c(C)c1 (stereo not given)
 : 0 | 5 | -2 | -16 | 3 | -1 | 28 | 13 | 5 | 41 | 5
[30] Cc1noc(C)c1COc1ccc(C(=O)OCC(=O)NC23CC4CC(CC(C4)C2)C3)cc1
 : 4 | -18 | 10 | -4 | 1 | 13 | 7 | 9 | 2 | 4 | 2
[31] COC(=O)C1=CO[C@@H](O[C@@H]2O[C@H](CO)[C@@H](O)[C@H](O)[C@H]2O)C2C1C=C[C@@]2(O)CO (stereo not given in full)
 : -8 | 6 | -7 | 11 | 49 | -5 | -1 | 12 | -4 | 5 | .
[32] CCOC(=O)C1(C(F)(F)F)N=C(c2cccnc2)OC(N2CCOCC2)=N1 (stereo not given)
 : 12 | -22 | 20 | 1 | -3 | -3 | 10 | 18 | 4 | 4 | 3
[33] Cc1ccc(N2C(=O)CSC2c2cccnc2)c(Cl)c1 (stereo not given)
 : -2 | -32 | 11 | -12 | 7 | 29 | 26 | 12 | 4 | 18 | 3
[34] Cc1ccc(NC(=O)NC2CCCN2S(=O)(=O)c2ccc(Cl)cc2)cc1 (stereo not given)
 : 2 | -8 | 8 | 4 | 2 | 1 | 11 | 9 | 22 | -1 | -6
[35] COc1ccc(CCNC(=O)c2nnn(CC(=O)Nc3c(C)cc(C)cc3C)c2N)cc1OC
 : -17 | 2 | 1 | 11 | 13 | -4 | -7 | 14 | -11 | -3 | 0
[36] c1ccc(-c2cc(-c3nnco3)c3ccccc3n2)nc1
 : -24 | -20 | -6 | -51 | -17 | -9 | 27 | -6 | 5 | -4 | -1
[37] O=S(=O)(c1ccc(F)cc1)N1CCN(c2ncnc3c2cnn3-c2ccccc2)CC1
 : 16 | 12 | 1 | 14 | 11 | 26 | 24 | 16 | -9 | 3 | 3
[38] COc1ccc(CCN2C(=O)c3[nH]nc(-c4ccccc4O)c3C2c2cccc(Cl)c2)cc1 (stereo not given)
 : 30 | -77 | 33 | 28 | 30 | 0 | 98* | 27 | -7 | 49 | 3
[39] CCC(CC)C(=O)N=C1SC2CS(=O)(=O)CC2N1CCc1ccc(OC)cc1 (stereo not given)
 : 16 | -7 | -18 | 7 | -4 | 15 | 14 | 9 | -9 | -17 | -2
[40] CN1C(=O)c2cccc(NC(=O)C3CCCCC3)c2C1=O
 : -30 | -24 | -3 | 16 | -14 | -9 | 7 | -1 | -4 | 25 | -5
[41] CCCC(c1nnnn1CS(=O)(=O)c1ccc(C)cc1)N1CCC(C(N)=O)CC1 (stereo not given)
 : -15 | 3 | 1 | 3 | 1 | -3 | 18 | 13 | 1 | 19 | -1
[42] COc1ccccc1NC(=O)C(C/C=C(\C)Cl)C(C)=O (stereo not given)
 : -11 | -13 | 15 | 7 | 5 | -3 | 19 | 20 | 7 | -12 | 1
[43] COc1ccc2c(c1)c1ncn(CCN3CCCC3)c(=O)c1n2C
 : -13 | 16 | 4 | -27 | -27 | 1 | 12 | 0 | 8 | -41 | -2
[44] COc1ccc(CN2C(=O)C(C)N(C(=O)c3c(F)cccc3F)c3ccccc32)cc1 (stereo not given)
 : 21 | -18 | 11 | 5 | 19 | 16 | 27 | 10 | 1 | 29 | -1
[45] Cc1cccc(NS(=O)(=O)c2cc(C(=O)N3CCc4ccccc4C3)ccc2Cl)c1C
 : 34 | -7 | -2 | 13 | 16 | 3 | 38 | 14 | -1 | 27 | 0
[46] NC(=O)C1CCN(Cc2nc(-c3cccs3)no2)CC1
 : 0 | -5 | 16 | -10 | 9 | 11 | 4 | 1 | 7 | 8 | 0
[47] COC(=O)[C@@]1(C)[C@H]2C(=O)N(Cc3ccccc3)C(=O)[C@H]2[C@H]2CN=C(SCC3CC3)N21
 : 1 | -5 | 6 | -3 | 2 | -18 | -2 | 5 | 13 | 11 | .
[48] Cc1nnc(SCc2ccccc2CSc2nnc(C)s2)s1
 : 9 | -23 | 8 | -15 | 17 | -7 | -2 | 4 | 20 | 6 | 2
[49] COc1ccccc1C1/C(=C(/O)c2ccc(C)cc2)C(=O)C(=O)N1Cc1ccco1 (stereo not given)
 : -28 | -6 | 9 | -1 | 5 | 4 | 1 | -7 | 5 | 12 | 13
[50] CCO[C@@H]1OC(C(=O)NCc2nc3ccccc3[nH]2)=C[C@H](c2coc3ccccc3c2=O)[C@H]1CCCO
 : 4 | -1 | -2 | 18 | 5 | -8 | -4 | 14 | -2 | -19 | 2
[51] CN1CCN(C(=O)CN(Cc2ccccc2)S(C)(=O)=O)CC1
 : -4 | -4 | -1 | 17 | -5 | -15 | -2 | 12 | -4 | 11 | 0
[52] O=C(C[C@H]1C[C@H](C(=O)N2CCOCC2)[C@@]2(CCC3CCCC3)c3[nH]c4cc(-c5ccco5)ccc4c3CCN2C1=O)NCC12CC3CC(CC(C3)C1)C2
 : 6 | -41 | 18 | 3 | 20 | -24 | 23 | 7 | -11 | 23 | .
[53] CCOC(=O)C1CCN(C(=S)Nc2cccc(C)c2)CC1
 : -8 | 9 | -4 | 5 | 17 | -13 | 10 | 5 | -6 | 5 | 3

Sorted by length of the SMILES (lowest first): part of the list above
Under each structure – TROY NFkB inh | NR2E3 ag-2 | TRPM1 prom inh | CF NFkB block | Shn3 inh set2 | C8 TRAIL sens | Peg3 prom inh | HIF-2a inh | KKLEB tox | TWEAK Fn14 block | NR2E3 ag-1
[48] Cc1nnc(SCc2ccccc2CSc2nnc(C)s2)s1
 : 9 | -23 | 8 | -15 | 17 | -7 | -2 | 4 | 20 | 6 | 2
[51] CN1CCN(C(=O)CN(Cc2ccccc2)S(C)(=O)=O)CC1
 : -4 | -4 | -1 | 17 | -5 | -15 | -2 | 12 | -4 | 11 | 0
[41] CCCC(c1nnnn1CS(=O)(=O)c1ccc(C)cc1)N1CCC(C(N)=O)CC1 (stereo not given)
 : -15 | 3 | 1 | 3 | 1 | -3 | 18 | 13 | 1 | 19 | -1

Screening results from PubChem.
